High-throughput results deposited in PubChem by several laboratories.
MRP reversal: reversal of MRP1-mediated doxorubicin resistance, primary screen, H69AR cells, doxorubicin co-treatment; H69AR cells + 2 uM doxorubicin, CellTiter-Glo, 72 h; differential viability (reversal), % at 10 µM; 85,000 tested, 0.04% active;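 active = viability drop by adding the cancer drug above about 55%, with treated viability meeting a 40% cutoff, limit read from the data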;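 also: viability without doxorubicin minus viability with 2 µM doxorubicin for each compound; larger differential means the compound sensitizes cells more to doxorubicin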
PLAP inhibitors HTS: PLAP enzyme inhibitors, biochemical, luminescence, HTS (AID 690) | Alkaline phosphatase, placental type (Homo sapiens) | purified PLAP, luminescent substrate; higher % means a stronger effect | one-dose inhibition, % at 20 µM; IC50 in µM for titrated hits | 96,000 tested, 0.08% active; in the data active = a potency from the dose series; inactive = the rest, 99 in 100 with inhibition below about 30%; also: strong numbers were not always called active
NFkB transloc inh: inhibitors of IL-1B driven NFkB p65 nuclear import, primary screen, imaging, HUVEC, IL-1B stimulus, high-content imaging; HUVEC IL-1B NFkB p65 nuclear translocation imaging; inhibition, % at 2 µM; 94,000 tested, 0.43% active; AID 796, 2007;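 active = inhibition above about 30% together with a positive call from visual inspection of the well image, limit read from the data; inconclusive = inhibition above a set limit but visual check negative; inactive = inhibition not above a set limit, visual check negative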;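 also: nuclear over cytoplasmic p65 intensity ratio measured by imaging; 0% = IL-1B stimulated DMSO wells and 100% = unstimulated DMSO wells; values of inactives mirror those of a sister screen read the other way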
Bcl-B TR3 displacers: displacers of TR3 peptide from Bcl-B, primary screen, selectivity assay for Bfl-1 inhibitor project, biochemical, fluorescence polarization; 96,000 tested, 0.11% active; displacement, % at 20 µM, or IC50 in µM where a hit was titrated; Bcl-2-like protein 10 (Homo sapiens); AID 748, 2007; FP displacement of FITC-TR3 peptide from Bcl-B; higher % means a stronger effect;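 active = displacement above 50% at 20 µM plus a fluorescence interference ratio under 1.5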;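 also: plate controls were wells without compound for no effect and wells lacking Bcl-B protein for full effect; a part of the inactive calls stands beside numbers as strong as those of hits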
NFkB transloc pot: enhancers of NFkB p65 translocation in HUVEC – imaging, IL-1B stimulus, high-content imaging, primary screen; HUVEC IL-1B NFkB p65 nuclear translocation imaging; activation, % at 2 µM; 94,000 tested, 0.3% active; AID 819, 2007;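 active = activation above 40%, about the mean plus 3 SD, also judged a hit on visual image review; inconclusive = activation above 40% but not a hit on visual review; inactive = activation not above 40% and no visual hit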;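 also: percent activation is computed from the nuclear over cytoplasmic p65 intensity ratio; values of inactives mirror those of a sister screen read the other way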
MRP reversal cytotoxicity: recorded beside MRP reversal, whose call it bears; viability, %; H69AR cells, CellTiter-Glo, 72 h; measured here: cytotoxicity without doxorubicin
MRP reversal with doxorubicin: second read-out of MRP reversal, no call of its own (marks repeat the call); viability, %; measured here: viability with 2 uM doxorubicin; stronger effect = lower value
NFkB transloc inh cell count 2 µM: second read-out of NFkB transloc inh, no call of its own (marks repeat the call); cell count; measured here: cells passing quality filter;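 raw number of nuclei counted in each imaged well without normalization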
NFkB transloc pot cell count 2 µM: further read-out of NFkB transloc pot, marked with its call; cell count; measured here: cells passing quality filter
An asterisk follows results filed as active; ? = inconclusive; . = no result given. Only part of the results is shown; the hit share may differ from the screen's.

SMILES	MRP reversal	MRP reversal cytotoxicity	MRP reversal with doxorubicin	PLAP inhibitors HTS	NFkB transloc inh	NFkB transloc inh cell count 2 µM	Bcl-B TR3 displacers	NFkB transloc pot	NFkB transloc pot cell count 2 µM
O=C(Cn1cnc2ccccc2c1=O)N1CCOCC1	-9.6	91.9	101.5	-7.1%	-2.0	166	10.8%	2.0	166
Cn1ccnc1SCC(=O)Nc1sccc1C#N	13.0	86.4	73.5	-3.3%	-7.8	107	-5.0%	7.8	107
O=C(O)C1CC=CCC1C(=O)Nc1ccc2c(c1)OCCO2 (stereo not given)	9.5	94.0	84.6	.	-13.6	66	.	13.6	66
O=C(CCCOc1ccc(Cl)cc1)N1CCCCCC1	8.9	89.4	80.5	-60.2%	-43.0	129	2.9%	?	.
NC1=NC(=Nc2ccccc2)c2ccccc21	-8.0	78.2	86.2	-36.0%	3.6	201	7.7%	-3.6	201
COc1nc(NCCC2=CCCCC2)nc(OC)n1	3.6	91.8	88.3	0.4%	-0.7	145	-4.1%	0.7	145
Fc1ccc(Cn2nnnc2C(c2cccs2)N2CCCCCC2)cc1 (stereo not given)	1.1	61.5	60.4	15.4%	3.0	168	-18.4%	-3.0	168
S=c1[nH]nc(-c2ccncc2)n1Cc1ccccc1	-0.6	91.4	92.0	-104.4%	-3.3	131	-9.1%	3.3	131
Cc1cc(C(F)(F)F)n2nc(-c3cnn(C)c3C(F)(F)F)cc2n1	.	.	.	4.6%	-1.9	168	-1.7%	1.9	168
COc1cccc(-n2nnc3c(=O)n(Cc4ccc(Cl)cc4)cnc32)c1	4.5	86.6	82.1	2.5%	-4.2	102	10.5%	4.2	102
Cc1ccc(-n2nc3c(c2NC(=O)c2ccc(S(=O)(=O)N4CCOCC4)cc2)CSC3)c(C)c1	-8.5	73.1	81.6	-40.1%	8.0	130	3.4%	-8.0	130
Nc1nc(SCC(=O)N2CCCC2)[nH]c(=O)c1-c1ccccc1	14.6	88.0	73.4	10.5%	-18.3	118	-7.6%	18.3	118
N#Cc1c(-c2ccccc2)cc(C2CC2)nc1N	-2.7	84.3	87.0	25.3%	.	.	0.1%	.	.
CCCOc1ccc(C(C)(O)CN2CCOCC2)cc1 (stereo not given)	-1.5	96.7	98.1	-19.9%	-6.3	202	0.8%	6.3	202
CC1(C)CC(=O)C=C(N2CCCC2)C1	16.2	95.2	79.0	.	1.9	133	.	-1.9	133
CC1(C)CC(CCNC(=O)c2ccco2)CC(C)(C)N1	-10.2	96.6	106.8	5.2%	-11.2	161	3.5%	11.2	161
CCOC(=O)Cn1cnc2c(C#N)c3n(c2c1=O)CCCCC3	8.7	91.1	82.5	5.6%	-6.5	119	2.7%	6.5	119
CCOC(=O)C1CCN(S(=O)(=O)C(F)(F)c2nc3ccccc3s2)CC1	9.2	96.0	86.8	-14.8%	-31.7	131	-0.2%	31.7	131
O=C(NCC(=O)N(Cc1cccs1)C(C(=O)NC1CCCCC1)c1ccncc1)c1ccco1 (stereo not given)	-7.3	95.6	102.9	.	4.5	99	.	-4.5	99
CN1/C(=C\C(=O)c2ccco2)c2ccccc2CC1(C)C	2.9	90.3	87.5	-4.6%	34.5*	130*	2.9%	-34.5	130

Some of these compounds in order of molecular weight, ascending:
SMILES	MRP reversal	MRP reversal cytotoxicity	MRP reversal with doxorubicin	PLAP inhibitors HTS	NFkB transloc inh	NFkB transloc inh cell count 2 µM	Bcl-B TR3 displacers	NFkB transloc pot	NFkB transloc pot cell count 2 µM
CC1(C)CC(CCNC(=O)c2ccco2)CC(C)(C)N1	-10.2	96.6	106.8	5.2%	-11.2	161	3.5%	11.2	161
CCCOc1ccc(C(C)(O)CN2CCOCC2)cc1 (stereo not given)	-1.5	96.7	98.1	-19.9%	-6.3	202	0.8%	6.3	202
CN1/C(=C\C(=O)c2ccco2)c2ccccc2CC1(C)C	2.9	90.3	87.5	-4.6%	34.5*	130*	2.9%	-34.5	130
Nc1nc(SCC(=O)N2CCCC2)[nH]c(=O)c1-c1ccccc1	14.6	88.0	73.4	10.5%	-18.3	118	-7.6%	18.3	118
CCOC(=O)C1CCN(S(=O)(=O)C(F)(F)c2nc3ccccc3s2)CC1	9.2	96.0	86.8	-14.8%	-31.7	131	-0.2%	31.7	131
Cc1ccc(-n2nc3c(c2NC(=O)c2ccc(S(=O)(=O)N4CCOCC4)cc2)CSC3)c(C)c1	-8.5	73.1	81.6	-40.1%	8.0	130	3.4%	-8.0	130

(listing goes on)
SMILES	MRP reversal	MRP reversal cytotoxicity	MRP reversal with doxorubicin	PLAP inhibitors HTS	NFkB transloc inh	NFkB transloc inh cell count 2 µM	Bcl-B TR3 displacers	NFkB transloc pot	NFkB transloc pot cell count 2 µM
O=C(Cn1cc(C(F)(F)F)ccc1=O)N1CCN(S(=O)(=O)c2ccc(Cl)cc2)CC1	12.6	93.9	81.3	15.8%	-2.8	126	-0.1%	2.8	126
COc1ccc(OC)c(C2C(C(=O)Nc3nc4ccccc4s3)=C(C)NC3=C2C(=O)CCC3)c1 (stereo not given)	.	.	.	-9.6%	-54.5	132	2.7%	?	.
CC1(C)CC(=O)C2=C(C1)N(Cc1cccnc1)C(=O)C2(NC(=O)c1ccc(F)cc1)C(F)(F)F (stereo not given)	10.7	97.0	86.3	-18.1%	-11.0	140	-1.4%	11.0	140
CC(C)CCn1nnnc1C(c1ccc(F)cc1)N1CCC(C(N)=O)CC1 (stereo not given)	8.9	87.7	78.9	-29.3%	.	.	-7.3%	.	.
O=C(CCCCCn1c(=S)[nH]c2ccccc2c1=O)NCc1ccc2c(c1)OCO2	.	.	.	9.0%	5.1	162	.	-5.1	162
COc1ccccc1OCCNC(=O)c1ccc(S(=O)(=O)N(C)C)cc1	.	.	.	-8.0%	-10.1	136	18.6%	10.1	136
COc1ccc(-c2nc3c(Br)c(N)c(Br)cc3o2)cc1	-4.8	29.1	33.9	.	5.9	108	3.4%	-5.9	108
Cc1cc(=O)n2c3c(sc2n1)C(=O)N(Cc1ccccc1)C3=O	-1.6	1.1	2.8	15.3%	.	.	10.3%	.	.
O=C(NCCC1=CCCCC1)C1CCN(c2nnc(-n3cccc3)s2)CC1	5.0	86.2	81.2	-42.4%	.	.	-1.0%	.	.
Cc1csc(=S)n1-c1ccccc1	10.0	100.4	90.4	1.6%	-2.7	163	2.1%	2.7	163
COc1ccccc1C(=O)N(Cc1nc(-c2ccc(Cl)cc2)no1)C(C)C	22.1	96.0	73.9	-51.1%	-8.0	72	-1.2%	8.0	72
O=c1c(Cl)c(NCCO)ncn1-c1ccccc1	2.9	97.2	94.3	.	1.4	177	.	-1.4	177
CCCn1nc2cc(C(=O)NCc3ccccc3)ccc2c1OCC	.	.	.	-16.8%	2.1	100	-11.2%	-2.1	100
CCOc1cc(CNCCCN2CCOCC2)cc(Br)c1OCC(=O)Nc1cccc(C(F)(F)F)c1	.	.	.	-45.8%	13.1	141	-7.8%	-13.1	141
CCC(C)NS(=O)(=O)c1ccc(NC(=O)c2c(-c3ccccc3)noc2C)cc1 (stereo not given)	21.0	97.3	76.3	2.5%	4.2	161	-0.1%	-4.2	161
Cc1ccc(-c2nnn(CC(=O)N(Cc3ccc(F)cc3)C(C(=O)NC3CCCC3)c3ccncc3)n2)o1 (stereo not given)	-9.7	95.3	105.0	.	-0.7	106	.	0.7	106
O=S(=O)(NCCc1ccncc1)c1ccc(Br)cc1	4.5	100.8	96.2	20.9%	-1.6	138	-9.9%	1.6	138
CCn1c(=O)c2c3c(sc2n2c(=S)[nH]nc12)CCC3	-3.5	89.6	93.1	3.3%	-25.2	196	13.6%	25.2	196
Nc1ccc2nc(-c3ccccc3)[nH]c2c1	-19.8	33.3	53.1	-8.2%	7.3	159	0.1%	-7.3	159
Cc1ccc2c(c1)C(c1ccccc1)N(C(=O)C(C)C)CC(=O)N2 (stereo not given)	16.1	102.2	86.1	6.4%	.	.	-0.5%	.	.
CC(=O)/C(=N\Nc1ccccc1)Oc1ccc([N+](=O)[O-])cc1	6.6	63.5	56.9	.	-22.5	115	.	22.5	115
COCCOC(=O)C1=C(N)Oc2c(oc(CO)cc2=O)C1c1c(F)cccc1Cl (stereo not given)	-12.7	81.8	94.5	14.0%	-0.1	174	16.5%	0.1	174
COC(=O)c1ccc(CN2CCN(Cc3ccc(C(=O)OC)o3)CC2)o1	14.5	101.6	87.1	-3.4%	2.5	100	8.8%	-2.5	100
O=C(CCc1ccccc1)NNC(=S)NC(=O)c1ccccc1	.	.	.	-21.4%	.	.	17.7%	.	.
CCN(C1CCCCC1)S(=O)(=O)c1ccc(C(=O)O)cc1	-9.2	94.8	104.0	-9.5%	-10.1	145	0.7%	10.1	145
CCOc1ccc(-c2nnn(CC(=O)c3cc(OC)ccc3OC)n2)cc1	11.4	99.4	88.1	-4.6%	16.7	80	-0.3%	-16.7	80
CCOC(=O)c1cccc(NC(=O)CSc2nnc(C)n2Cc2ccccc2)c1	-8.8	71.7	80.5	-75.5%	-2.9	120	-9.3%	2.9	120
CC(C)N(C)CCOC(=O)c1ccc2c(c1)OCCO2	1.7	96.0	94.2	.	-14.4	96	.	14.4	96
COc1ccc(C(=O)c2ccc(OC)c(N)c2)cc1N	.	.	.	-28.8%	-70.0	133	2.5%	70.0*	133*
COc1ccc(C(=O)Nc2cc(OC)nc(OC)n2)cc1	12.0	88.0	76.0	.	-41.7	134	.	?	.
Cn1c(CSc2nc3ccccc3s2)nnc1SCC(=O)NCc1ccccn1	11.8	85.5	73.7	.	7.1	98	.	-7.1	98
Clc1ccc(-c2cn3cccnc3n2)cc1Cl	11.5	96.8	85.2	-11.1%	-6.4	165	-41.7%	6.4	165
CN(C)c1nc(N)nc(/C(C#N)=C/C2CC3C=CC2C3)n1 (stereo not given)	8.4	85.9	77.5	2.7%	-41.7	85	-19.2%	41.7*	85*
Cc1cc(NC(=O)c2cccc(N3C(=O)CCC3=O)c2)no1	-4.3	89.9	94.3	8.8%	-4.7	121	2.8%	4.7	121
CN(C)CCCNC1=CC(=O)OC12CCCCC2	-4.0	85.9	89.9	.	5.0	94	.	-5.0	94
COc1cc(CNc2nc(C)c([N+](=O)[O-])c(C)c2C#N)cc(OC)c1	.	.	.	16.6%	-6.1	164	1.3%	6.1	164
O=C(Nc1cccnc1)c1ccc(COc2cc(Cl)ccc2Cl)o1	-20.8	37.2	58.0	-6.0%	6.4	180	0.1%	-6.4	180
O=C(C[n+]1ccc(C(=O)N/N=C/c2ccc(Br)cc2)cc1)c1ccccc1	-0.6	93.1	93.7	34.3µM*	7.6	155	43.2%	-7.6	155
COc1nc(-c2ccccc2)ccc1-c1noc(-c2ccco2)n1	10.1	86.2	76.1	3.4%	-8.5	134	-21.7%	8.5	134
COc1ccc(C(=O)NC2CCN(S(=O)(=O)Cc3ccccc3)CC2)c(OC)c1	7.9	94.9	87.0	-22.3%	-11.4	164	-3.5%	11.4	164
O=C(CSc1nc2ccccc2nc1SCC(=O)N1CCCCC1)N1CCCCC1	.	.	.	-8.9%	7.6	133	-1.0%	-7.6	133
CCCCCCNc1c([N+](=O)[O-])cc(C)cc1[N+](=O)[O-]	.	.	.	.	-10.0	178	.	10.0	178

Profiles, looked up by structure. Order of values: MRP reversal, MRP reversal cytotoxicity, MRP reversal with doxorubicin, PLAP inhibitors HTS, NFkB transloc inh, NFkB transloc inh cell count 2 µM, Bcl-B TR3 displacers, NFkB transloc pot, NFkB transloc pot cell count 2 µM
`O=C(Cn1cc(C(F)(F)F)ccc1=O)N1CCN(S(=O)(=O)c2ccc(Cl)cc2)CC1` across the screens: 12.6, 93.9, 81.3, 15.8%, -2.8, 126, -0.1%, 2.8, 126
`COCCOC(=O)C1=C(N)Oc2c(oc(CO)cc2=O)C1c1c(F)cccc1Cl` (stereo not given) across the screens: -12.7, 81.8, 94.5, 14.0%, -0.1, 174, 16.5%, 0.1, 174
